Bioassay records: PubChem, National Center for Advancing Translational Sciences (NCATS)
ALOX12 inh: ALOX12 (human) lipoxygenase inhibition; actives 1.1% (n = 580,000); P18054; Potency, µM (series often up to 108 µM), inactives show at the top dose activity change, negative = inhibition, usual class: inhibitors; purified 12hLO, xylenol orange hydroperoxide absorbance; note: % is set by controls: 0 for no effect and ±100 for the full control effect
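Purified human 12hLO at 150 nM in 25 mM Hepes, 0.01% Triton X-100, pH 7.0, preincubated 15 min at room temperature with compound. Reaction started with 40 uM arachidonic acid, 30 min at room temperature. Hydroperoxide measured by Fe-xylenol orange, 573/405 nm absorbance ratio.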
JMJD2A Tudor: inhibitors of human JMJD2A Tudor domain; actives 4.4% (n = 390,000); AID 504339; AlphaScreen JMJD2A-Tudor / H3K4me3 peptide binding; Potency, µM (highest dose often 114 µM), inactives show at the top dose activity change, negative = inhibition, usual class: inhibitors; note: % is set by controls: 0 for no effect and ±100 for the full control effect; nearly all actives have a fitted effect of over 50% in size
HP1b chromo inh: inhibitors of HP1-beta chromodomain binding to methylated histone tails; P83916; AlphaScreen HP1-beta / biotin-H3K9me3 peptide binding; Potency, µM (top dose mostly 114 µM), inactives show at the top dose activity change, negative = inhibition, hits mostly inhibitors; actives 0.56% (n = 390,000); note: nearly all actives have a fitted effect of over 70% in size; inactives centre near 23
Target sequence (P83916 whole entry, looked up): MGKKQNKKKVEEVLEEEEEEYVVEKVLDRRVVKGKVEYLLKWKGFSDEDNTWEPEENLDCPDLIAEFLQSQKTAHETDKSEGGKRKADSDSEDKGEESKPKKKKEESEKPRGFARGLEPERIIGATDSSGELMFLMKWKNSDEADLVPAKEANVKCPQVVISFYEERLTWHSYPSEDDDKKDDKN
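Compound inhibition of the preformed complex between 50 nM HP1-beta and 50 nM biotinylated H3K9me3 peptide was read by AlphaScreen. Buffer was PBS pH 7.4 with 0.01% Tween-20. Incubations ran 30 min at room temperature, with 10 ug/mL donor/acceptor beads.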
rTrxR1 inhibitor: inhibitors of rat thioredoxin reductase 1 | Potency, µM (highest dose often 114 µM), without a hit: at the top dose activity change, negative = inhibition, usual class: inhibitors | recombinant rTrxR1, NADPH fluorescence consumption, selenite substrate | AID 588453 | actives 1% (n = 390,000); note: % is set by controls: 0 for no effect and ±100 for the full control effect; nearly all actives have a fitted effect of over 65% in size
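Rat TrxR1 (90 nM in the dispensed reagent) was pre-reduced with 400 uM NADPH for 5 min at room temperature, then incubated with compound for 15 min. After 400 uM selenite was added, NADPH fluorescence (Ex 340/Em 450 nm) was followed for 8 min.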
GLS inhibitor: glutaminase GLS (human) inhibition. O94925. Potency, µM (highest dose often 45.5 µM), inactives show at the top dose activity change, negative = inhibition, most hits filed as inhibitors. AID 624170. actives 0.21% (n = 410,000). GLS enzymatic activity, qHTS titration; note: % is set by controls: 0 for no effect and ±100 for the full control effect
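Assay buffer: 45 mM KH2PO4 pH 8.2, 0.02% Tween-20. hKGA acts on L-glutamine (1 mM solution added); product glutamate is reported by an oxidase/peroxidase Amplex Red coupling, with fluorescence taken at baseline and 30 min.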
ERG-DNA inh: blocks human ERG Ets domain binding to DNA | fluorescence polarization, His-ERG Ets domain / labelled DNA | AID 624246 | P11308 | actives 0.028% (n = 370,000) | Potency, µM (doses to about 76.9 µM), for inactives: at the highest dose FP activity, negative = inhibition, hits mostly inhibitors; active = well fitted inhibition curve with a large enough effect in the polarisation, with a control signal flat; inconclusive = small, poorly fitted or top-dose-only effect, or effect the other way, or a change in a side signal; inactive = no such curve, though single readings can be large or run the other way; the % refers to the polarisation;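 note: polarization taken with two DNA probes labelled with fluorescein and Texas red; % of control where 0% means no effect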
Target sequence (P11308 whole entry, looked up, the tested form may be a part): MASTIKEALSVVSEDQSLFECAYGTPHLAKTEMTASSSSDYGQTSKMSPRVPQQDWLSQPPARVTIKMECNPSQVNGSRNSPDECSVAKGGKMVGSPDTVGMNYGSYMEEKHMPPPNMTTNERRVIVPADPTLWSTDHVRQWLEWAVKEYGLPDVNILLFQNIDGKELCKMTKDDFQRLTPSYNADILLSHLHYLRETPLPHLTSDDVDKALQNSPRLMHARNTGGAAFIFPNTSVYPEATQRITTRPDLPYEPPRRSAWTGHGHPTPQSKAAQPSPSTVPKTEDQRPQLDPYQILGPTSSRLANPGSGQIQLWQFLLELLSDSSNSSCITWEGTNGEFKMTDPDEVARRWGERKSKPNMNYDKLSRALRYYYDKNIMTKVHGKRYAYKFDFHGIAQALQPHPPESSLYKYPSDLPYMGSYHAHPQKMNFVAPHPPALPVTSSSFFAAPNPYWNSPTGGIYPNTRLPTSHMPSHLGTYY
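His-tagged ERG Ets domain (1 uM in the protein solution; 300mM KCl, 50mM Tris-HCl, 1mM EDTA, 1mM DTT, pH 7.5) received compound, then a probe mix of 5 nM fluorescein-DNA and 100nM Texas-615-DNA. Fluorescence polarization was read for both dyes.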
RGS4 inhibitor: inhibitors of human regulator of G protein signaling 4; P49798; Transcreener GDP fluorescence polarization, RGS4-accelerated GTP hydrolysis; Potency, µM (highest dose often 114 µM), without a hit: at the top dose activity change, negative = inhibition, usual class: inhibitors; actives 0.039% (n = 390,000); note: % is set by controls: 0 for no effect and ±100 for the full control effect; nearly all actives have a fitted effect of over 75% in size; some results filed as inactive show a strong effect at the top dose
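MLSMR compounds (23 nl, pin-transferred) preincubated 10 min at room temperature with a 500nM (2x) first reagent, then RGS4 at 900nM (2x) plus Transcreener GDP mix added; fluorescence polarization (620/688 nm) read before and after 90 min at 30 °C.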
Tb PGK inh: blocks T. brucei phosphoglycerate kinase; Potency, µM (titrated, usually from 57.5 µM), inactives show top-dose activity change, negative = inhibition, most hits filed as inhibitors; actives 0.043% (n = 380,000); P07378; PGK/GAPDH coupled, Kinase-Glo luminescence, 60 min; note: % is set by controls: 0 for no effect and ±100 for the full control effect; nearly all actives have a fitted effect of over 60% in size
Target sequence (P07378 whole entry, looked up): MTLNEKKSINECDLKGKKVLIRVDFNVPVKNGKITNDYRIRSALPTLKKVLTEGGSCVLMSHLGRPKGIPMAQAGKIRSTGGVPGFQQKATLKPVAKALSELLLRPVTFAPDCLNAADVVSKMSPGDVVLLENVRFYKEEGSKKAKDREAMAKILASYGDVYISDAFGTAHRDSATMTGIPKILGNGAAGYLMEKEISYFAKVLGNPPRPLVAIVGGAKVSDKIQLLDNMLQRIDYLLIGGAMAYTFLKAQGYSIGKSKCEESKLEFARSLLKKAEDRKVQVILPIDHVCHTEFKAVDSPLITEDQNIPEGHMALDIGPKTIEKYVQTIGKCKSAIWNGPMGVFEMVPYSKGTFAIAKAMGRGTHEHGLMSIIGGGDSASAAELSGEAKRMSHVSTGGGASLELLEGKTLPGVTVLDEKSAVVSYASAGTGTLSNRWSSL
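Recombinant glycosomal PGK reaction used 1,3-bisphosphoglycerate generated in-well by GAPDH (100nM final) in 100mM TEA pH 7.6, 5mM MgCl2, 0.01% Tween-20. After 60 minutes at room temperature, ATP was read by Kinase-Glo Plus luminescence end-point.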
Pin1 inhibitor: blocks the human prolyl isomerase Pin1; Pin1 FP peptide displacement, HiFluor488, 10 min; Potency, µM (titrated, usually from 115 µM), for the others: at the highest dose activity, negative = inhibition, actives largely listed as inhibitors; actives 0.009% (n = 390,000); AID 504891; active = well fitted inhibition curve with a large enough effect in the polarisation, with a control signal flat, not every such curve was filed as active; inconclusive = small, poorly fitted or top-dose-only effect, or effect the other way, or a change in a side signal; inactive = no such curve, though single readings can be large or run the other way; the % refers to the polarisation; note: % is set by controls: 0 for no effect and ±100 for the full control effect
* hit, by the source's call; i = inactive; ? = inconclusive; . = no result given; [ ] = dose if it differs, or a comment. Unless noted, calls come from the whole dose curve; as a rule, active = well fitted curve in the direction sought with a large enough effect; inconclusive = small, poorly fitted or top-dose-only effect, or another doubt; inactive = no such curve, though single readings can be large; an effect the other way counts as inactive or inconclusive. Potency is the fitted concentration of half-maximal effect.

SMILES	ALOX12 inh	JMJD2A Tudor	HP1b chromo inh	rTrxR1 inhibitor	GLS inhibitor	ERG-DNA inh	RGS4 inhibitor	Tb PGK inh	Pin1 inhibitor
COc1ccccc1N1CCN(C(=O)c2oc3ccc(Br)cc3c2C)CC1	-15%	-14%	43%[activator]	13%[57.1 µM]	-5%	-2%	-11%	-2%	-6%
CCCOc1ccc(C(=O)N2CCN(Cc3ccc4c(c3)OCO4)CC2)cc1	-4%	-15%	48%[activator]	20%[57.1 µM]	-2%	-6%	-31%	3%	0%
CC(C)(C)OC(=O)N1CCC(c2c(C(=O)NCCN3CCc4ccccc4C3)cnn2-c2ccc(F)cc2)CC1	-5%	-25%	-11%	6%	-15%	1%	11%	-1%	1%
Cc1ccc(NC(=O)c2sc3nc[nH]c(=O)c3c2C)cc1Cl	-8%	-18%	19%[57 µM]	-4%[57.1 µM]	-9%	-6%	-26%	-5%	23%
COc1ccccc1C(O)(c1ccccc1)c1ccccc1OC	1%	21%	21%[57 µM]	2%[2.29 µM]	4%	-3%	0%	-1%	-9%
Cc1ccccc1NC(=O)CCNS(=O)(=O)c1ccc2c(c1)CCC(=O)N2	0%	-4%	35%	16%	-11%	1%	27%	-4%	-2%
CCOc1ccc(C2CC(c3ccccc3)Nc3nc(N)nn32)cc1 (centres undefined)	-6%	-9%	26%	-3%	18%	-8%	-13%	4%	-7%
COc1ccc(C(C)=O)cc1CN1C(=O)NC2(CCCCC2C)C1=O (centres undefined)	-2%	-7%	36%	17%[57.1 µM]	7%	2%	18%	-5%	-6%
COC(=O)c1ccc(NC(=O)N2CCCC(C(=O)c3ccccc3OC)C2)cc1 (centres undefined)	-1%	-16%	21%	4%	-5%	3%	8%	-1%	3%
CCC(=O)N1CCN(c2ccc(NC(=O)c3ccco3)cc2Cl)CC1	0%	-5%	26%	-5%	5%	-5%	-28%	8%	3%
O=S(=O)(NC1CCSc2ccccc21)c1ccc(Cl)nc1 (centres undefined)	-2%	9%	20%	14%[57.1 µM]	-11%	-1%	2%	2%	8%
C[C@H](CO)N1C[C@H](C)[C@@H](CN(C)C(=O)NC2CCCCC2)Oc2ccc(NS(=O)(=O)c3ccccc3)cc2C1=O	-14%	-22%	27%	-2%	1%	18%	-9%	-1%	0%
Cc1nnc(NC2CCCCC2)[nH]c1=O	0%	5%	35%[activator]	-1%	7%	-1%	-2%	2%	2%
CCOc1ccc(Nc2nc3ccccc3n2C)cc1	485%[activator]	-16%	27%	11%[57.1 µM]	?	1%	-12%	-7%	2%
COc1ccc(C(=O)N/N=C/c2c(C)[nH]c(=O)[nH]c2=O)cc1	9%	?	45%[activator]	4%	3%	-3%	-11%	4%	0%
COc1ccc(/C=C2\SC(=S)N(CCC(=O)NCCc3ccc(O)cc3)C2=O)cc1	19%	-4%	24%	15%	-7%	7%	-7%	-10%	-6%
C=CCN1c2ccc(Br)cc2C(=O)CS1(=O)=O	?	-10%	41%[activator]	7.1µM*	-2%	38%[activator]	-4%	i	0%
COc1ccc(N2CCN(C(=O)c3ccc(Oc4ccc(C(F)(F)F)cn4)cc3)CC2)cc1	-30%	-7%	13%	14%	29%	-8%	-4%	i	-1%
CCOC(=O)c1nn(-c2ccc(C)c(C)c2)c(=O)c(C#N)c1C	0%	-27%	29%	21%	-5%	1%	-4%	-6%	-15%
CN(Cc1ccccc1)CC(O)COc1ccc(CNCCc2ccncc2)cc1 (centres undefined)	8%	2%[11.4 µM]	44%[activator]	3%	-3%	-1%	9%[11.4 µM]	-4%	0%
Cc1nnc(NC(=O)CSc2nnc(CNC(=O)c3ccc(S(=O)(=O)N(C)C)cc3)o2)s1	5%	-10%	35%[activator]	3%	23%	29%	17%	6%	-11%
CCOc1ccccc1/C=C(\C#N)C1=CCCC1	-8%	-15%	-9%	23%	5%	-3%	16%	-7%	-12%
O=c1cc(-c2cccc([N+](=O)[O-])c2)[nH][nH]1	-15%	-24%	9%	10%	15%	0%	-15%	-2%	?
Cc1cccc(-n2c(N)cc(=O)nc2SCC(=O)Nc2ccccc2)c1	3%	-11%	13%	32%[activator]	1%	-6%	21%	-16%	6%
Cc1ccc(NC(=O)NCc2cccnc2)cc1	-2%	-2%	16%	-20%	-9%	0%	-33%	-5%	-11%
CN(c1ccc(OCC(=O)OCC(=O)Nc2ccccc2)cc1)S(=O)(=O)c1cccs1	-4%	-25%	22%	10%	5%	6%	-29%	-6%	0%
COC(=O)C1CCN(C(=O)c2cc(S(=O)(=O)N3CCCCC3)ccc2Cl)CC1	4%	-11%	25%	11%	17%	-2%	9%	2%	7%
CN(C)c1ccc(C(=S)NC2CCCCC2)cc1	?	?	?	?	3%	-5%	-41%	2%	4%
CN(C)S(=O)(=O)c1ccc(N2CCCC2)c(C(=O)NNC(=O)COc2ccc(Cl)cc2)c1	3%	-10%	18%	27%	17%	1%	-5%	i	3%
CCOC(=O)C1CCCN(C(=O)c2cc(Nc3ccc(OC)cc3OC)nc3ccccc23)C1 (centres undefined)	?	?	-13%	-2%	12%	2%	-15%	-1%	?
Cc1ccc(C(=O)OCC(=O)N(CCc2ccccc2)Cc2ccccc2)cc1S(=O)(=O)N1CCOCC1	?	-15%	19%	9%	1%	-5%	0%	i	9%
CCCCC/C=C/C1=CC(=O)C[C@H](c2ccc(OC)cc2)C1	-7%	35%	89%[activator]	17%[57.1 µM]	4%	-13%	-13%	2%	0%
Cc1c(NC(=O)Nc2ccc3c(c2)OCO3)c(=O)n(-c2ccccc2)n1C	-13%	-9%	29%	0%	12%	0%	17%	-4%	9%
CCCOc1ccc(-c2nc3c(c(=O)[nH]c(=O)n3Cc3ccccc3)n2CCO)cc1OCC	0%	7%	36%	30%[activator]	1%	1%	-9%	-6%	-2%
CC1=C(C(=O)OCc2ccccc2)C(c2ccccc2-c2ccccc2)NC(=O)N1CCCCCC(=O)O (centres undefined)	-17%	?	5%	-4%[57.1 µM]	-16%	8%	-11%	-15%	-13%
CCOC(=O)C[C@H]1c2cc(F)ccc2S(=O)(=O)N1c1ccccc1	?	-4%	38%	-1%[57.1 µM]	5%	-10%	-7%	3%	5%
CCC(C)(C(=O)Nc1ccc(OC)cc1)N(C)C(=O)Cn1nnnc1N (centres undefined)	7%	0%	20%	13%	2%	16%	8%	-2%	-1%
N#CC(c1ccccc1)c1ccc(=O)[nH]n1 (centres undefined)	5%	-15%	17%	-11%	11%	-9%	14%	i	-8%
Cc1ccccc1NS(=O)(=O)c1cc(C(=O)Nc2cccc([N+](=O)[O-])c2)ccc1C	-6%	?	-8%	6%[57.1 µM]	10%	2%	-23%	4%	10%
COc1cc(/C=N/N=C2\CC3CCC2(C)C3(C)C)ccc1O (centres undefined)	0%[57.4 µM]	-20%	-7%	-2%	9%	1%	-3%	-11%	-1%

Some of these compounds in order of formula weight, low to high.
SMILES	ALOX12 inh	JMJD2A Tudor	HP1b chromo inh	rTrxR1 inhibitor	GLS inhibitor	ERG-DNA inh	RGS4 inhibitor	Tb PGK inh	Pin1 inhibitor
CCCCC/C=C/C1=CC(=O)C[C@H](c2ccc(OC)cc2)C1	-7%	35%	89%[activator]	17%[57.1 µM]	4%	-13%	-13%	2%	0%
CCOC(=O)C[C@H]1c2cc(F)ccc2S(=O)(=O)N1c1ccccc1	?	-4%	38%	-1%[57.1 µM]	5%	-10%	-7%	3%	5%
Cc1ccccc1NS(=O)(=O)c1cc(C(=O)Nc2cccc([N+](=O)[O-])c2)ccc1C	-6%	?	-8%	6%[57.1 µM]	10%	2%	-23%	4%	10%

New compounds follow
SMILES	ALOX12 inh	JMJD2A Tudor	HP1b chromo inh	rTrxR1 inhibitor	GLS inhibitor	ERG-DNA inh	RGS4 inhibitor	Tb PGK inh	Pin1 inhibitor
CN(C)S(=O)(=O)c1ccc(C(=O)Nc2ccc(S(=O)(=O)NC3=NCCCCC3)cc2)cc1	-2%	4%	37%[activator]	-2%	2%	6%	-48%	-6%	-10%
CCn1c2ccccc2c2nnc(SCCCn3c(=O)[nH]c4ccccc43)nc21	.	-21%	27%	9%	7%	-12%	-18%	6%	4%
COc1c(Cl)cc(C(=O)Nc2cc(-c3nc4ccccc4[nH]3)ccc2C)cc1Cl	-17%	-12%	36%	9%	3%	-1%	-6%	-1%	31%[activator]
COC(=O)C1=C(NC(C)=O)CCS1	-2%	-18%	18%	-3%	1%	0%	-12%	3%	7%
CCOC(=O)c1c(NC(=O)c2cc(=O)c3ccc(C)cc3o2)sc(C)c1C	-4%	-15%	27%	8%	2%	1%	3%	-6%	3%
O=C(NCc1cccs1)C1CCC(=O)N1C1CCCCC1 (centres undefined)	4%	-14%	28%	-12%[57.1 µM]	0%	0%	-5%	2%	4%
O=S(=O)(Nc1nc2ccccc2nc1Cl)c1ccc2c(c1)OCCO2	?	-17%	10%	11%[57.1 µM]	-28%	39%[activator]	-19%	-8%	0%
CCOC(=O)N1CCN(Cc2nc3cc(NC(=O)CC(C)C)ccc3n2C(C)C)CC1	4%	-20%	7%	3%	0%	-1%	-8%	.	5%
O=C(COC(=O)C1(c2ccccc2F)CCCC1)NCc1cccs1	4%	-4%	46%[activator]	1%[57.1 µM]	3%	-1%	-29%	0%	2%
CCOC(=O)c1c(S(=O)(=O)NCC(=O)Nc2ccc(F)cc2)c(C)n(C)c1C	-6%	-14%	34%	2%	7%	2%	21%	2%	5%
COc1ccc(OC)c(S(=O)(=O)N(C)CC(=O)O)c1	0%	5%	36%	22%[57.1 µM]	-12%	-4%	-14%	-3%	-19%

An excerpt, so the mix of outcomes need not match the whole.
